GAA inhib: blocks human lysosomal alpha-glucosidase; AID 1466; P10253; Potency, µM (titrated, usually from 76.9 µM), without a hit: at the top dose activity change, negative = inhibition, actives largely listed as inhibitors; 200,000 tested, 0.005% active; purified human GAA, 4-MU-alpha-glucoside fluorescence;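 also: plate controls were uninhibited enzyme wells for no effect and no-enzyme background for full effect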
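Activity normalized between no-enzyme (basal) and enzyme-only wells. Conditions: 4 nM human enzyme, 400 uM fluorogenic substrate, citrate/phosphate pH 5.0 with Tween-20, 20 min room temperature, compounds up to 77 uM.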
aGal spleen mod: inhibitors or activators of human alpha-galactosidase in spleen homogenate | Potency, µM (highest dose often 80 µM), without a hit: at the highest dose activity change, negative = inhibition, actives largely listed as inhibitors | human spleen homogenate, 4MU-alpha-Gal fluorescence, 40 min | 240,000 tested, 0.008% active;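 also: 0% = enzyme with vehicle and -100% = no enzyme basal signal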
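Human spleen homogenate (1 ug) was the enzyme source, with 4-methylumbelliferyl-alpha-D-galactopyranoside (1 mM final) in pH 5.0 citrate buffer with 0.01% Tween-20. Compounds were titrated; after 40 min at 37C, NaOH/glycine stop, 4-MU fluorescence read; AC50 from Hill fits.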
ALDH1A1 inh: inhibitors of human aldehyde dehydrogenase 1A1; Potency, µM (top dose mostly 75.3 µM), inactives show at the highest dose activity, negative = inhibition, most hits filed as inhibitors; Purified ALDH1A1, NADH fluorescence, propionaldehyde substrate; AID 1030; 220,000 tested, 7.3% active; P00352; active = well fitted inhibition curve with a large enough effect, not every such curve was filed as active; inconclusive = small, poorly fitted or top-dose-only effect, or another doubt; inactive = no such curve, though single readings can be large or run the other way;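 also: plate controls were no enzyme wells and a reference inhibitor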
Target sequence (P00352 whole entry, looked up): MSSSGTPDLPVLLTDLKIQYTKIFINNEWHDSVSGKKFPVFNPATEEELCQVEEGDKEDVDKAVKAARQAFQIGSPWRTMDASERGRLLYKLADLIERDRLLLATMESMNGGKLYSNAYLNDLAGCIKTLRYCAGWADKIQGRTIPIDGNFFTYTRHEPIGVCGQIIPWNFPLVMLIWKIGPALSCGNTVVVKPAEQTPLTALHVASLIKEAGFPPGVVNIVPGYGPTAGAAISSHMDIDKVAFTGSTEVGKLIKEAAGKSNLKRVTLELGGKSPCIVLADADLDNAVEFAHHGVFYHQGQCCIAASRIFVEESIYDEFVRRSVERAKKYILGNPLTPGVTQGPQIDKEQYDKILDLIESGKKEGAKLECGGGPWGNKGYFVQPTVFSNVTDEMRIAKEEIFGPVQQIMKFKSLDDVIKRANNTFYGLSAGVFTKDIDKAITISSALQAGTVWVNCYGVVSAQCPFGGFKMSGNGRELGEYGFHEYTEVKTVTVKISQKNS
SMN2 splice up: increases expression of the SMN2 splice variant. HEK293 SMN2-luciferase splicing reporter, luminescence, 30-36 h. Potency, µM (highest dose often 46.1 µM), for the others: top-dose activity change, positive = activation, usual class: activators. 210,000 tested, 2.8% active. AID 1458; also: % of control where 0% means no effect; nearly all actives have a fitted effect of over 55% in size
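qHTS luciferase splicing reporter: luminescence rises when SMN2 exon 7 is included in transfected HEK293 cells. Compound exposure lasted 30-36 h at 37C, with 4.5 mM final sodium butyrate as control, followed by a ONE-Glo read.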
KDM4E inh: JMJD2E (human) inhibition; Potency, µM (highest dose often 57.1 µM), for inactives: at the top dose activity change, negative = inhibition, hits mostly inhibitors; JMJD2E catalytic domain, FDH-coupled NADH fluorescence (FDH is formaldehyde dehydrogenase); 230,000 tested, 1.6% active; active = well fitted inhibition curve with a large enough effect, not every such curve was filed as active; inconclusive = small, poorly fitted or top-dose-only effect, or another doubt; inactive = no such curve, though single readings can be large or run the other way;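 also: 0% = wells with enzyme and -100% = buffer wells without enzyme; nearly all actives have a fitted effect of over 50% in size; many of its hits are not listed in these tables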
GoLoco inh red: inhibitors of human Gai1-RGS12 GoLoco interaction (red fluorophore) | 230,000 tested, 0.44% active | P63096 | Gai1:RGS12 GoLoco peptide FP, rhodamine, 10 min | AID 880 | Potency, µM (series often up to 61.6 µM), without a hit: top-dose activity, negative = inhibition, usual class: inhibitors; active = well fitted inhibition curve with a large enough effect, not every such curve was filed as active; inactive = no such curve, though single readings can be large or run the other way; also: % is scaled to controls: 0 for no effect and ±100 for the full control effect; nearly all actives have a fitted effect of over 30% in size; many of its hits are not listed in these tables
Target sequence (P63096 whole entry, looked up): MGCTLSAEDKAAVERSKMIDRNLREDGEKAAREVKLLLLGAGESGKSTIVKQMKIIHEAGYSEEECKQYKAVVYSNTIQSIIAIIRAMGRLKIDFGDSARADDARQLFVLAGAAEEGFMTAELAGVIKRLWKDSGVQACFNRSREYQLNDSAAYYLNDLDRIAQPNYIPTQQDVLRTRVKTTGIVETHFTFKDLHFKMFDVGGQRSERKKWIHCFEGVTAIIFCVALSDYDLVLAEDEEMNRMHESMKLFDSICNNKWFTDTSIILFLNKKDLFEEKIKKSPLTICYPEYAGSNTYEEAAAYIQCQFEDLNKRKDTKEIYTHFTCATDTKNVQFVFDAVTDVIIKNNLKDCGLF
GAA spleen mod: inhibitors or activators of human alpha-glucosidase in spleen homogenate. P10253. human spleen homogenate, 4-MU-alpha-glucoside fluorescence. Potency, µM (top dose mostly 79.9 µM), for the others: at the top dose activity change, negative = inhibition, usual class: inhibitors. 240,000 tested, 0.006% active. AID 2112;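 also: 0% = enzyme with vehicle and -100% = no enzyme basal signal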
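Human spleen homogenate (1 ug) with 4-methylumbelliferyl-alpha-D-glucopyranoside (1 mM final) in 50 mM citrate/phosphate pH 5.0, 0.01% Tween-20; 40 min at 37 C. Stopped at pH 10; 4-MU fluorescence Ex 365/Em 440 nm; AC50 by Hill fit.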
GAA glycogen mod: inhibitors or activators of human alpha-glucosidase glycogen cleavage; P10253; recombinant GAA, glycogen substrate, Amplex Red glucose oxidase fluorescence; Potency, µM (highest dose often 76.4 µM), inactives show at the top dose activity change, negative = inhibition, hits mostly inhibitors; 300,000 tested, 0.38% active; AID 2100;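 also: 0% = full enzyme reaction and -100% = no-enzyme basal signal; the screen sought inhibitors and activators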
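Recombinant enzyme (4 nM final) with compounds titrated up to 77 uM and bovine liver glycogen (30 ug) in citrate pH 5.0, 0.01% Tween-20, 37 C 40 min. Released glucose detected by Amplex Red/glucose oxidase (Ex 573/Em 610); AC50 from Hill fits.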
* marks the source's active call; other numbers are inactive results; ? = inconclusive; . = no result given; & = joins results of further samples; [ ] = another dose, or the depositor's remark. Unless noted, calls follow the shape of the dose curve; as a rule, active = well fitted curve in the direction sought with a large enough effect; inconclusive = small, poorly fitted or top-dose-only effect, or another doubt; inactive = no such curve, though single readings can be large; an effect the other way counts as inactive or inconclusive. Potency is read from the fitted curve at half-maximal effect. This is a subset; rates above refer to the full screens.

canonical_smiles	ALDH1A1 inh	SMN2 splice up	GoLoco inh red	GAA inhib	aGal spleen mod	GAA spleen mod	KDM4E inh	GAA glycogen mod
CCn1ccnc1CN1CCCC(C(=O)c2cccc(C(F)(F)F)c2)C1 (stereo not given)	9%	.	2%	-3%	6%	6%	4%	-4%
CC(=NCCCn1ccnc1)c1c(O)n(C)c(=O)n(C)c1=O	3%	-8%	2%	-4%	-12%	-7%	6%	2%
Cc1ccc(/C=C2/C(=O)NC(=O)N(Cc3ccc(F)cc3)C2=O)o1	.	.	90%[activator]	.	2%	3%	-2%	-2%
Brc1cccc(-c2ccccc2)c1	10%	7%	4%	.	3%	8%	.	.
Cc1c(N=Nc2c(O)n(-c3ccc(Br)cc3)c(=O)[nH]c2=O)c(=O)n(-c2ccccc2)n1C	-16%	.	16%	-2%[15.4 µM]	-16%	-8%	?	-12%
COc1ccc(OC)c(NC2=NCCS2)c1	-10%	2%	13%	11%	2%	12%	-1%	?
Cc1cccn2c(=O)c3c(nc12)N1CCc2ccccc2C1C1(C3)C(=O)NC(=O)N(C)C1=O (stereo not given)	10%	-9%	6%	-9%	-2%	-8%	-25%	-3%
COc1ccc(CCNCc2ccccn2)cc1OC	-4%	22%	-1%	7%	-1%	-1%	-3%	3%
COc1ccc(CC(=O)N2CCN(C)CC2)cc1	-12%	.	.	1%	-12%	-4%	-25%	1%
COc1ccc(-n2c(O)c(C(C)=NCCCn3ccnc3)c(=O)[nH]c2=O)cc1	28%	-7%	-2%	6%	7%	-7%	1%	6%
COc1ccccc1-n1c(CNCC2CCCO2)nc2ccccc2c1=O (stereo not given)	2%	-6%	6%	0%	-9%	-6%	0%	-2%
OCCN1C2CCC1CC(O)(c1ccc(F)cc1)C2 (stereo not given)	8%	0%	6%	-5%	6%	-4%	5%	4%
Cc1ccccc1OP(N)(=O)Oc1ccccc1C	5%	4%	2%	-6%	0%	9%	1%	0%
CCCCN1C(=O)NC(=O)C2(Cc3cc(C)ccc3N(C)C2)C1=O (stereo not given)	10µM*	?	-9%	-1%	5%	3%	6%	-12%
CCOCCSc1nc2c(c(-c3cccs3)c1C#N)CC/C2=C/c1cccs1	?	-3%	43%[activator]	2%	0%	-1%	-5%	-1%
COP(=O)(OC)OC=C(Cl)Cl	?	3%&-7%	1%&1%	.	-1%&-14%	6%&-4%	.	.
C=CCn1c(=O)c(C=Nc2cccnc2Cl)c(O)n(CCCC)c1=O	?	11%	8%	-7%	12%	3%	-8%	-2%
O=C(c1ccc2c(c1)OCO2)C1CCCN(Cc2ccccn2)C1 (stereo not given)	-12%	.	0%	-9%	-5%	-7%	-1%	7%
CC(=NCCCn1ccnc1)c1c(O)n(C2CCCCC2)c(=O)[nH]c1=O	.	.	4%	.	4%	10%	4%	2%
C[C@H]1O[C@H](O[C@H]2[C@H](O)[C@@H](O)[C@@H](O)[C@H](O)[C@@H]2O)[C@@H](N)C[C@@H]1NC(=N)C(=O)O	?	-6%	-22%	.	-11%	0%	1%	.
O=C1NC(=O)C(=Cc2ccc(N3CCOCC3)cc2)C(=O)N1	?	4%	-17%	-3%	-5%	-2%	?	1%
COc1ccc2c3c1O[C@H]1C[C@H](O)C=C[C@@]31CCN(C)C2	5%	.	1%	.	4%	3%	0%	.
CN1CCCCC1c1cccnc1 (stereo not given)	1%	9%	1%	.	5%	-4%	.	.
O=C(O)COc1ccccc1	-5%	-17%	4%	.	24%	6%	.	.
CCC12C=CCN3CCC4(c5ccc(OC)cc5N(C)C4[C@@](O)(C(=O)OC)C1OC(C)=O)C32 (stereo not given in full)	-5%	0%	4%	.	11%	-3%	?	.
O=C(Cn1nc(-c2ccccc2)ccc1=O)N1CCC2(CC1)OCCO2	?	-23%	9%	?	-1%	-4%	?	3%
O=C(C1CC(c2ccccc2O)=NO1)N1CCC2(CC1)OCCO2 (stereo not given)	0%	?	-6%	0%	1%	-1%	-2%	22%
CNCC[C@H](Oc1cccc2ccccc12)c1cccs1	.	.	5%&8%	?	-10%	-17%	4%	-4%
Cc1cc(OC(=O)c2ccco2)c2c3c(c(=O)oc2c1)CCCC3	14µM*	-59%[inhibitor]	9%	-1%	2%	1%	-5%	-9%
CC(=NCCCN1CCOCC1)c1c(O)n(-c2ccccc2C)c(=O)[nH]c1=O	14µM*	-10%	4%	3%	1%	0%	-1%	4%
Cc1cccc(N2C(=O)/C(=C/N3CCN(C(=O)c4ccco4)CC3)C(=O)NC2=S)c1	?	-17%	203%[activator]	-5%	-3%	-8%	-6%	-3%
O=C1/C(=C\c2cc3c(cc2Br)OCO3)N2CCC1CC2	3.2µM*	-10%	-5%	-1%	6%	5%	4%	-7%
COc1ccc(N(CC(=O)Nc2cccc(SC)c2)S(C)(=O)=O)cc1Cl	14µM*	-5%	8%	-4%	2%	-1%	-1%	-16%
c1csc(CN2CCC3(CCNCC3)CC2)n1	3%	0%	6%	.	-3%	2%	.	.
CCn1c(=O)cc(SCC(=O)N2CCC3(CC2)OCCO3)c2ccccc21	-4%	21%	8%	1%	-14%	-8%	-13%	-1%
CC[C@@H](CO)NC(=O)[C@H]1C=C2c3cccc4[nH]cc(c34)C[C@H]2N(C)C1	?	.	-1%	.	3%	6%	?	.
Cn1c2ccccc2c2c(C(=O)N3CCC4(CC3)OCCO4)cn(C3CCCCC3)c(=O)c21	?	10%	2%	?	23%	-3%	?	1%
CN(C)C(Cc1ccccc1)C(=O)c1ccccc1 (stereo not given)	9%	9%	-5%	-2%	8%	-3%	-3%	-4%
O=C(c1ccc2c3c(cccc13)CC2)C1CCCN(Cc2ncc[nH]2)C1 (stereo not given)	?	.	9%	11%	9%	2%	?	-5%
COc1ccccc1-n1c(Cc2ccccc2)nc2ccccc2c1=O	-4%	.	-14%	0%	3%	-2%	-7%	-8%
CC(C)C/C(=N/O)c1c[nH]c2ccccc12	-3%	-9%	1%	0%	-3%	-3%	11%	-5%
O=C(O)/C=C\C(=O)Nc1ccc(Oc2ccc(Br)cc2)cc1	1.4µM*	-12%	-5%	9%	5%	4%	4%	-12%
CCCCn1c(NC(=O)c2ccc(Br)o2)c(C(=O)OCC)c2nc3ccccc3nc21	?	-16%	-20%	?	-12%	-9%	?	6%
O=C(c1ccc(Cl)cc1)C12CN3CN(CN(C3)C1)C2	5%	2%	6%	4%	-6%	3%	1%	5%
CC(C)(C)C(=O)Cn1c(NCCCl)nc2ccccc21	-1%	-4%	13%	-2%	-5%	.	-5%	3%
COc1cccc(N2C(=O)NC(=O)/C(=C/c3ccc4c(c3)Cc3ccccc3-4)C2=O)c1	?	-16%	16%	4%	-2%	-6%	?	-4%
CN1C(=O)C(=Cc2cccnc2)C(=O)N(C)C1=O	.	.	2%	.	1%	-1%	?	-4%
O=C(Cc1cc(=O)[nH][nH]1)N/N=C/c1cccc2ccccc12	15%	-6%	4%	-11%	-12%	-10%	-25%	?
O=C(N/N=C/c1c(O)n(Cc2ccccc2)c(=O)[nH]c1=O)c1ccncc1	.	.	8%	.	9%	1%	20µM*	-5%
CCC(C)n1c(O)c(C(c2ccccn2)c2c(O)n(C(C)CC)c(=S)[nH]c2=O)c(=O)[nH]c1=S (stereo not given)	7.1µM*	18%	86%[activator]	5%	2%	3%	?	0%
COC12C(COC(N)=O)C3=C(C(=O)C(C)=C(N)C3=O)N1CC1C2N1C (stereo not given)	.	.	5%	.	4%	-8%	-4%	6%
O=C(Nc1cccc(C(F)(F)F)c1)c1cccn(Cc2ccc3c(c2)OC(F)(F)O3)c1=O	-14%	-46%[inhibitor]	0%	-12%	-2%	-6%	-19%	-16%
Cc1ccc(-n2nc(C)c3c2NC(=O)CSC3c2ccc3c(c2)OCO3)cc1 (stereo not given)	?	-17%	-5%	0%	-5%	-2%	?	-30%
Cc1ccc(NC(=O)OC(C)CNC(=O)Oc2cccc(C)c2)cc1 (stereo not given)	20µM*	-3%	-4%	-5%	-5%	.	-8%	-8%
CN1C(=O)C(=Cc2ccccc2OCCOc2ccc([N+](=O)[O-])cc2)C(=O)N(C)C1=O	3.5µM*	-16%	-25%	7%	3%	1%	-2%	-5%
CCCCCCn1c(O)c(/C=N/N2CCCCCC2)c(=O)[nH]c1=O	.	.	0%	.	6%	3%	2%	?
CN(C)c1ccc(NC(=O)CN2C(=O)CN=C(c3ccccc3)c3ccccc32)cc1	?	-9%	-13%	1%	-27%	5%	3%	11%
O=C1NC(=O)N(c2ccc3c(c2)OCO3)C(=O)/C1=C\c1ccc(N2CCCCC2)o1	?	29%	123%[activator]	-11%	-11%	-25%	-23%	15%
Cn1c(O)c(/C=N/NC(=O)c2ccncc2)c(=O)n(C)c1=S	.	.	106%[activator]	.	3%	2%	32µM*	-2%
NC[C@@H](CC(=O)O)c1ccc(Cl)cc1	12%	1%[20.6 µM]	-3%	.	0%	2%	-2%	.
COc1ccc(C2=NCc3nnc(C)n3-c3ccc(Cl)cc32)cc1Cl	?	?	-5%	6%	7%	-2%	-6%	0%
COc1ccc(OC)c([C@H](O)[C@H](C)N)c1	9%[20.9 µM]	-12%[20.6 µM]	5%[21.6 µM]	.	-2%[29.1 µM]	-8%[29.1 µM]	0%[25.5 µM]	.

2 records picked at random from the list so far, as already listed:
canonical_smiles	ALDH1A1 inh	SMN2 splice up	GoLoco inh red	GAA inhib	aGal spleen mod	GAA spleen mod	KDM4E inh	GAA glycogen mod
CCCCCCn1c(O)c(/C=N/N2CCCCCC2)c(=O)[nH]c1=O	.	.	0%	.	6%	3%	2%	?
O=C1NC(=O)N(c2ccc3c(c2)OCO3)C(=O)/C1=C\c1ccc(N2CCCCC2)o1	?	29%	123%[activator]	-11%	-11%	-25%	-23%	15%
